# Screening results (PubChem)
# GSK3A inh: inhibitors of human GSK-3 alpha kinase; 320,000 compounds, 0.1% hits; inhibition, % at 10 µM; ADP-Glo luminescence, 60 min; AID 2650; P49840;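 in the data active = inhibition above about 50%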;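 also: GST-tagged GSK-3 alpha with peptide substrate and 25 µM ATP; 0% = DMSO neutral wells and 100% = GW8510 positive control wells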
# Target sequence (P49840 whole entry, looked up): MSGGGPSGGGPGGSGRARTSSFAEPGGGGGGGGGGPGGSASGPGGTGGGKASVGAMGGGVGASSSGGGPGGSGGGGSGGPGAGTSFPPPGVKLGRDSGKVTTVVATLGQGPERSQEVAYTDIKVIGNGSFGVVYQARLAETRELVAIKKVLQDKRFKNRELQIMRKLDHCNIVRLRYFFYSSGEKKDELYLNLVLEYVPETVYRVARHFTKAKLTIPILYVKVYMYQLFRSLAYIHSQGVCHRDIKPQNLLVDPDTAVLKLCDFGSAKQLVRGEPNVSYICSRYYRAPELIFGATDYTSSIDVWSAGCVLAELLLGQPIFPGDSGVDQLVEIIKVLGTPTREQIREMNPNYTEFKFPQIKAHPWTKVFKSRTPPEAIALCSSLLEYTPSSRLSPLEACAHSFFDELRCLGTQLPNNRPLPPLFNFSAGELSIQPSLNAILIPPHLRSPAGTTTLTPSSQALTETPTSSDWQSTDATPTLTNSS
# HSF1 activator: increases HSF-1 driven luciferase reporter signal; AID 504408; NIH3T3-HGL HSF-1 luciferase reporter, MG132, 8 h; 100% = twice DMSO control signal; 300,000 compounds, 1.7% hits; activation, % at 9 µM;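 active = mean replicate activation of at least 50% with a set share of replicates each reaching 50%; inconclusive = only one of those two conditions met; inactive = mean below 50% and too few replicates reaching it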;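 also: 0% = median of the neutral control wells and 100% = twice that signal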
# HSP90 refold inh: inhibitors of HSP90 luciferase refolding in rabbit reticulocyte lysate. luciferase refolding luminescence, 3 h. inhibition, % at 5.6 µM. 290,000 compounds, 0.91% hits;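 active = inhibition above the screen-wide mean plus 3 SD, computed separately per campaign, cut at about 16% in these data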;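 also: 0% = DMSO wells and 100% = 60 µM geldanamycin wells; inhibitors lower the luminescence because luciferase stays unfolded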
# AI-2 QS modul: modulates the Vibrio harveyi AI-2 quorum sensing system. Vibrio harveyi JMH597 AI-2 luminescence/OD600 ratio, 9 h; stronger effect = lower value; strain lacks LuxN and CqsS sensors; 0 = neutral-control median. 300,000 compounds, 0.4% hits. activity change, % at 7.5 µM; in the data active = activity change below about -75%, passing the limit was not always enough; inconclusive = no clear call, values can overlap the other calls;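 also: luminescence divided by OD600 gain over 9 h not by final OD600 alone; inactives centre near 13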
# HDAC3 inh: human HDAC3 inhibition. O15379. recombinant HDAC3, fluorogenic peptide/trypsin coupled, fluorescence. inhibition, % at 8.3 µM. 320,000 compounds, 0.15% hits. AID 2718; in the data active = inhibition above about 26%, passing the limit was not always enough; inconclusive = no clear call, values can overlap the other calls
# PolyA inhibitor: inhibitors of polyadenylation in S. cerevisiae | calls only at 12 µM | S. cerevisiae SKY197-pL101 polyadenylation reporter, beta-gal luminescence; efflux-impaired pdr1/pdr3 knockout yeast; score 100 = 6 SD above DMSO | 300,000 compounds, 0.02% hits | AID 1875;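 active = lowest replicate activity score at least 50, where 100 means six control SD above control mean; inconclusive = lowest score under 50 but half or more replicates reach 50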;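 also: yeast exposed to compound for 9 h at 30 °C; higher score means more reporter readthrough which indicates perturbed polyadenylation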
# Platelet DG rel: modulates dense granule release in human platelets | 300,000 compounds, 0.22% hits | inhibition, %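 (compounds screened at 7.5 µM in platelet-rich plasma)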 | AID 1663 | human platelet-rich plasma, SFLLRN dense granule ATP release, luminescence;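 active = mean replicate score, as percent of positive control, at or above 50; inconclusive = mean below 50 but at least one replicate at or above 50; inactive = mean and every replicate below 50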
# GSK3B inh: blocks human GSK3beta kinase activity; 300,000 compounds, 0.038% hits; activity score (negative = inhibition), % at 10 µM; GST-GSK3beta kinase, ADP-Glo luminescence, 60 min; stronger effect = lower value; AID 2097; P49841;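 active = more than half of replicate wells score below -50%, meaning over 50% inhibition versus plate controls; inconclusive = some replicates but at most half score below -50%; inactive = no replicate scores below -50%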;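 also: 0% = median DMSO wells and -100% = median GW8510 positive control wells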
# Target sequence (P49841 whole entry, looked up): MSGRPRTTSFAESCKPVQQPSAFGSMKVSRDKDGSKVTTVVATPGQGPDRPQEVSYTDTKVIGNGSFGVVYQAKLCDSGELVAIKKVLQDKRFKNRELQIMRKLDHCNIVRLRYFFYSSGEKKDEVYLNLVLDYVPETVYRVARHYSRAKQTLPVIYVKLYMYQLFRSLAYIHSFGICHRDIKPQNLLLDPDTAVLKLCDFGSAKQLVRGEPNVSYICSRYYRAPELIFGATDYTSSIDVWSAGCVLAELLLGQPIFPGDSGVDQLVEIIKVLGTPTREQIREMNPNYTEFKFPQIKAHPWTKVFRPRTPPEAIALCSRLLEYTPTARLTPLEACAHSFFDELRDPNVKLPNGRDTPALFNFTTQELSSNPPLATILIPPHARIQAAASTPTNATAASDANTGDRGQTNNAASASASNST
#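 test system = GST-tagged human GSK3beta kinase, cell-free | reagent = 25 µM ATP with peptide substrate | dosing = one dose of 10 µM per compound | schedule = 60 min reaction, RT | detection = luminescent ADP-Glo measurement of ADP formed | control set = DMSO neutral wells and GW8510 at 20 µM as positive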
# DYRK1A inh: blocks rat Dyrk1A kinase activity. Q63470. AID 504441. ADP-Glo luminescence, NFATc1 peptide. inhibition, % at 12.5 µM. 310,000 compounds, 0.43% hits; in the data active = inhibition above about 50%;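 also: plate controls were vehicle with enzyme for no effect and no enzyme for full effect; many of its hits are not listed in these tables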
# HSF1 inhib: HSF1 inhibition | 300,000 compounds, 0.77% hits | activity change, negative = inhibition, % at 7.5 µM (by protocol) | NIH3T3-HGL HSE-luciferase, MG132-induced, luminescence 8 h; stronger effect = lower value | AID 2098;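 active = more than half of replicate wells show activity change below -50%, luminescence cut by over half; inconclusive = some wells, but at most half, below -50%; inactive = no replicate well below -50%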;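 also: luciferase reports HSF-1 transcriptional activity via heat shock element; 0% = median of DMSO wells and -100% = zero luminescence signal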
# * hit, by the source's call; i = inactive; ? = inconclusive; nt = no result given.
SMILES,GSK3A inh,HSF1 activator,HSP90 refold inh,AI-2 QS modul,HDAC3 inh,PolyA inhibitor,Platelet DG rel,GSK3B inh,DYRK1A inh,HSF1 inhib
CC1(C)CC2CC(C)(CN2C(=O)CCCN2C(=O)c3ccccc3C2=O)C1 (stereo not given),-2,-69,4,11,-4,i,-2,1,-4,-57*
COc1cccc(OCC(O)CN2CCN(CCN3C(=O)c4cccc5cccc(c45)C3=O)CC2)c1 (stereo not given),0,5,5,12,1,i,-4,2,2,4
CC1CSC(N(C(=O)c2ccc(S(C)(=O)=O)cc2)c2ccc(Cl)cc2)=N1 (stereo not given),-4,17,-5,31,3,i,2,1,3,-5
CCCn1c(=O)c2c(nc3n2CCN3Cc2ccco2)n(C)c1=O,-2,11,0,22,1,i,-6,-1,1,3
CC1CC(C)CN(C(=O)c2ccc3c(c2)N(Cc2ccccc2)CCS3)C1 (stereo not given),-3,64*,0,48,-6,i,2,1,5,35
O=C(c1ccc(N2C(=O)CCC2=O)cc1)N1CCOCC1,-3,-7,5,11,3,i,2,1,nt,-4
CCn1c(CNc2ccc(F)cc2)nnc1SCC#N,11,-3,1,11,-9,i,7,1,0,2
CCCC(=O)NC(c1ccc(Cl)cc1Cl)c1ccc2cccnc2c1O (stereo not given),0,-31,13,28,4,i,6,1,3,-41
C=CCNC(=S)Nc1ccccc1,4,-6,-1,3,6,i,1,3,nt,-2
C=C(C)CSc1nnc(CCNC(=O)OC(C)(C)C)o1,0,0,2,30,8,i,-7,1,11,-2
CCN(CC)Cc1c(CC(C)C)oc(C)c1C(=O)O,-5,-1,4,30,5,i,0,2,0,-3
COC(=O)CC1COc2ccccc2N1S(=O)(=O)c1ccc(OC)cc1 (stereo not given),-2,-37,5,12,1,i,-9,0,-3,?
Cn1c(N)c(C(=O)COC(=O)CNS(=O)(=O)c2ccc(Cl)c(Cl)c2)c(=O)n(C)c1=O,0,-3,0,15,3,i,0,-1,0,-16
O=C(CCc1nc(-c2ccccc2F)no1)NC1CCCCCC1,-3,nt,5,12,-5,nt,nt,4,-3,nt
COc1cc(/C=N/NC(=O)c2nc(C)cc(C)n2)ccc1O,nt,6,3,30,-3,i,5,-2,5,1
COc1ccc(S(=O)(=O)Nc2ccccc2C)cc1C(=O)N1CCOCC1,0,-2,-3,6,-14,i,1,-2,0,-4
CNC(=O)c1cc2c(cn1)[nH]c1ccccc12,2,8,nt,21,-2,i,-2,0,3,8
Cc1cccc(N(C(=O)CNC(=O)c2ccco2)C(C(=O)NC2CCCC2)c2ccncc2)c1 (stereo not given),0,32,1,-5,-1,i,0,3,-4,-2
COc1cc(-c2csc(CCn3nc(C)cc3C)n2)cc(OC)c1OC,-1,2,0,35,-5,i,6,0,8,5
COc1ccc(NC(=O)NC23CC4CC(CC(C4)C2)C3)cc1OC,-1,-11,2,7,1,i,-5,2,-5,-6
CCCNC(=O)N1c2ccccc2Sc2ccccc21,-1,-7,2,-11,-4,i,-2,1,4,0
CC12C(=O)N(c3nccs3)C(=O)C1C1C=CC2C1 (stereo not given),1,-2,1,11,-9,i,-6,-4,5,-2
O=C(Nc1ccc(Br)cn1)c1cccc2c1-c1ccccc1C2=O,-3,9,0,23,-3,i,-8,-1,nt,8
O=C1CC(c2ccccc2)Cc2nc3nc(C(F)(F)F)nn3cc21 (stereo not given),-1,17,-8,12,-2,i,6,0,-5,4
Cc1cc2c(cc(C(=O)NCCCN3CCOCC3)n2Cc2ccc(Cl)cc2)o1,-5,0,4,18,12,i,-2,0,3,4

# Next section:
SMILES,GSK3A inh,HSF1 activator,HSP90 refold inh,AI-2 QS modul,HDAC3 inh,PolyA inhibitor,Platelet DG rel,GSK3B inh,DYRK1A inh,HSF1 inhib
CC[n+]1c(/C=C/C=C/N(C(C)=O)c2ccccc2)sc2ccccc21,nt,nt,1,26,6,i,3,-4,20,nt
Cc1csc(NC(=O)c2ccc(C)c(S(=O)(=O)N3CCCCC3)c2)n1,-1,-2,4,21,4,i,1,3,1,0
Cc1cc(C)c(C#N)c(N2CCN(CCOc3ccc(Cl)cc3)CC2)n1,-1,23,-4,8,6,i,8,-2,0,10
O=C(O)c1ccc(N2CCOCC2)c(N2C(=O)C3C4C=CC(C4)C3C2=O)c1 (stereo not given),-3,-1,-3,7,3,i,0,-6,-3,-11
Cc1ccc(-c2cc(C(=O)Nc3cccnc3)c3ccccc3n2)s1,0,4,-2,28,-19,i,0,2,-6,6
CC(=O)C1=C(C)NC2(O)c3ccccc3C(=O)C12O (stereo not given),-3,62*,-2,22,-11,i,-8,6,-2,17
O=C(NC(=S)Nc1ccc(S(=O)(=O)Nc2nccs2)cc1)c1cccnc1,-6,-2,3,37,4,i,-3,1,7,-6
CCCNc1c(NS(=O)(=O)c2ccc(Cl)s2)c(=O)oc2ccccc12,0,10,-7,17,3,i,2,2,1,3
Nc1nc(Nc2cccc(C(F)(F)F)c2)nc(C(F)(F)F)n1,-3,-3,4,-4,?,i,6,-3,48,-4
CC(=O)Nc1cccc(NC(=O)c2cc(-c3cccnc3)nc3ccc(Br)cc23)c1,-3,-1,0,15,8,i,-7,3,8,-3
CNS(=O)(=O)c1cc(C(=O)NCc2ccco2)ccc1Cl,-5,-2,8,14,-4,i,11,2,2,1
COC(=O)NC(=C(Cl)Cl)S(=O)(=O)c1ccccc1,-1,nt,5,nt,-2,nt,nt,nt,-4,nt
Cc1ccc2nc(N3CCN(Cc4nnnn4C4CCCC4)CC3)c(C#N)cc2c1,-1,6,0,19,-6,i,7,1,5,0
CCOC(=O)C(=O)C1=C(N2CCOCC2)/C(=C\c2cccc([N+](=O)[O-])c2)CC1,0,7,0,3,2,i,-10,-17,-6,5
O=C(NC1CCCCC1)c1ccc(Cn2cc(Cl)cn2)cc1,-3,-9,4,14,6,i,5,-5,-2,-7
CSCC[C@H](NC(=O)[C@H](Cc1ccccc1)n1c(=O)[nH]c2ccccc2c1=O)C(=O)N1CCC[C@@H]1C(=O)O,-5,1,-4,4,-6,i,-4,3,2,4
Cc1c(NC(=O)CSc2n[nH]c(=O)n2-c2ccccc2)c(=O)n(-c2ccccc2)n1C,4,-11,1,9,-6,i,-1,0,0,-6
O=C1CC(N2CCN(c3ccc(F)cc3)CC2)C(=O)N1Cc1ccccc1 (stereo not given),1,43,-6,-6,5,i,0,3,2,16
C=C(C)c1cccc(C(C)(C)NC(=O)NCC2COCCO2)c1 (stereo not given),-2,11,-1,8,-7,i,4,1,1,1
CC(Oc1cc2oc(=O)c3c(c2cc1Cl)CCC3)C(=O)NCCCn1ccnc1 (stereo not given),-3,4,-2,33,4,i,16,-1,-1,4
N/C(=N\OC(=O)c1cc(Cl)ccc1Cl)c1ccncc1,3,48,-5,39,-1,i,-4,-3,5,22
CCOC(=O)CCNC(=O)Nc1ccc2nc(C)n(Cc3ccc(Cl)cc3)c(=O)c2c1,-3,11,0,-8,-1,i,2,1,8,3
O=S(=O)(NCc1nc(-c2ccccc2)no1)c1ccc(F)cc1,4,3,-6,-58,-3,i,18,4,-4,1
CC(=O)Nc1cccc(C(=O)OC(C)C(=O)NCc2ccc3c(c2)OCO3)c1 (stereo not given),0,1,nt,12,4,i,-2,2,-1,4
O=C1CCN(C(=O)Nc2cccc(Cl)c2)N1,5,2,2,8,1,i,1,-2,7,14

# Records above shown as hits in HSF1 activator.
SMILES,GSK3A inh,HSF1 activator,HSP90 refold inh,AI-2 QS modul,HDAC3 inh,PolyA inhibitor,Platelet DG rel,GSK3B inh,DYRK1A inh,HSF1 inhib
CC1CC(C)CN(C(=O)c2ccc3c(c2)N(Cc2ccccc2)CCS3)C1 (stereo not given),-3,64*,0,48,-6,i,2,1,5,35
CC(=O)C1=C(C)NC2(O)c3ccccc3C(=O)C12O (stereo not given),-3,62*,-2,22,-11,i,-8,6,-2,17

# Returning to the listing with the five entries that preceded the break.
SMILES,GSK3A inh,HSF1 activator,HSP90 refold inh,AI-2 QS modul,HDAC3 inh,PolyA inhibitor,Platelet DG rel,GSK3B inh,DYRK1A inh,HSF1 inhib
N/C(=N\OC(=O)c1cc(Cl)ccc1Cl)c1ccncc1,3,48,-5,39,-1,i,-4,-3,5,22
CCOC(=O)CCNC(=O)Nc1ccc2nc(C)n(Cc3ccc(Cl)cc3)c(=O)c2c1,-3,11,0,-8,-1,i,2,1,8,3
O=S(=O)(NCc1nc(-c2ccccc2)no1)c1ccc(F)cc1,4,3,-6,-58,-3,i,18,4,-4,1
CC(=O)Nc1cccc(C(=O)OC(C)C(=O)NCc2ccc3c(c2)OCO3)c1 (stereo not given),0,1,nt,12,4,i,-2,2,-1,4
O=C1CCN(C(=O)Nc2cccc(Cl)c2)N1,5,2,2,8,1,i,1,-2,7,14
CCCOc1ccc(N2C(=O)CC(SC(=N)N3N=C(c4ccccc4)CC3c3ccccc3)C2=O)cc1 (stereo not given),0,38,3,5,15,i,0,5,-5,10
C/C(Cc1ccccc1)=N\NC(=O)CNC(=O)c1ccccc1Cl,-5,12,11,15,-2,i,19,-1,nt,-5
COc1ccc(N2CCN(C3CC(=O)N(C)C3=O)CC2)cc1 (stereo not given),-4,0,5,5,-2,i,-1,-2,4,-2
Cc1c(C(=O)O)c2cc(O)ccc2n1-c1ccccc1,-1,6,1,12,2,i,6,-1,4,-6
Cc1c(C)c2ccc(OCC(=O)N3CCOCC3)c(C)c2oc1=O,1,-12,-2,28,-18,i,0,-5,2,2
CCn1ccnc1C(O)c1cccc(OC)c1OC (stereo not given),1,-1,-3,23,-1,i,-7,-1,4,-2
CCN(CC(=O)Nc1ccccc1C(F)(F)F)C(=O)CCS(=O)(=O)c1ccc(Cl)cc1,-1,14,nt,10,6,i,-4,-2,4,1
COc1ccc(-n2c(=O)c3c4c(sc3n(Cc3cccc(F)c3)c2=O)CN(C(C)=O)CC4)c(OC)c1,-1,9,2,27,-1,i,-1,2,nt,5
N#Cc1c(SCC(N)=O)nc2c(c1-c1ccncc1)CCCC2,0,-10,-4,8,5,i,-5,-2,nt,-3

# This is a subset, so the mix of outcomes need not match the whole.
